ERp5 block: inhibitors of ERp5-driven insulin aggregation, primary screen, biochemical, turbidity, absorbance 650 nm, single point. 90 min. AID 651711, 2012. 0.05% of 350,000 active. inhibition, % at 9.99 µM. Protein disulfide-isomerase A6 (Homo sapiens), Q15084;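 active = mean replicate inhibition above about 25%, with every replicate also reaching it, limit read from the data, passing the limit was not always enough; inconclusive = only one of those two criteria met; inactive = neither criterion met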
XiGFP reactiv: activators of inactive X chromosome reactivation, primary screen, imaging, XiGFP fibroblasts, GFP high-content imaging, set 2. XiGFP mouse fibroblasts, % GFP-positive cells imaging, 3 d; cells co-treated with 5-aza-dC sensitizer; scaled so ellipticine positive control = 100%. activation, % at 7.58 µM. 0.055% of 360,000 active. AID 743238, 2013;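 active = mean normalized replicate activation at least 10% and every replicate at or above 10%; inconclusive = only one of the two criteria met; inactive = mean below 10% and not all replicates reach 10%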;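 also: 0% = median of on-plate neutral control wells and 100% = ellipticine 6 µM median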
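assay system = SV40-immortalized XiGFP fibroblast cells, line 68-5-11 | buffer or medium = DMEM plus 5-aza-dC sensitizer | doses = single-point pinned compound dosing | times = 3-day compound exposure, then 15 min fixation at room temperature | benchmarks = positive control ellipticine, 6 µM final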
RAD52 anneal inh: RAD52 DNA annealing inhibitors, primary screen, biochemical, FRET, single point, set 2. recombinant RAD52 DNA annealing, FRET fluorescence. inhibition, % at 18.7 µM. 0.46% of 360,000 active. AID 651710, 2012;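 active = every replicate showing at least 50% inhibition; inconclusive = mean inhibition at least 50% but not in every replicate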
RAD54 branch: inhibitors of human RAD54 branch migration, primary screen, biochemical, fluorescence, single point; AID 602329, 2012; DNA repair and recombination protein RAD54-like (Homo sapiens), Q92698; inhibition, % at 10.4 µM; 0.14% of 360,000 active; RAD54 Holliday junction branch migration, FAM/BHQ fluorescence;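 active = mean normalized replicate activity at least 40 and at least half of replicates scoring 40 or more; inconclusive = only one of the two criteria met; inactive = mean below 40 and under half of replicates reaching 40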;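 also: 0% = median of neutral control wells and 100% = median of positive control wells; inhibitors cause a drop in the FAM fluorescence signal; in these data hits start at about 50%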
S100A4 MyoIIA: inhibitors of S100A4-myosin IIA peptide binding, primary screen, biochemical, fluorescence polarization, TAMRA-MyoIIA peptide; Protein S100-A4 (Homo sapiens), P26447; inhibition, % at 10.7 µM; 0.14% of 360,000 active; AID 652163, 2013;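 active = mean inhibition of at least 70% across replicates, with every replicate also reaching that level; inconclusive = mean inhibition reaches 70% but some replicates fall short; inactive = mean inhibition below 70%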
Target sequence (P26447 whole entry, looked up): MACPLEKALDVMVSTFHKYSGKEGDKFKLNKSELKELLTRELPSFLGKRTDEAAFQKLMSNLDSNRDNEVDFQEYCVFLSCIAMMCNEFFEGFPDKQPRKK
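Compound dosing: one dose per compound; test system: human S100A4 monomer with TAMRA-labelled myosin IIA peptide; probe or stimulus: TAMRA-labelled myosin IIA heavy-chain peptide probe, 5 nM; medium: HEPES buffer with Ca2+, pH 7.2; schedule: 5 min incubation before reading; benchmarks: neutral control DMSO, positive control TFP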
ERAP1 inh: human ERAP1 aminopeptidase inhibitors, primary screen, biochemical, single point, plate reader | Endoplasmic reticulum aminopeptidase 1 (Homo sapiens), Q9NZ08 | recombinant ERAP1, Leu-AMC fluorescence, 60 min | inhibition, % at 10.7 µM | 0.15% of 340,000 active;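 active = mean replicate inhibition of at least 30%, or all replicates individually reaching that 30% level; inactive = mean below 30% and not every replicate reaching it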;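 also: 0% = neutral control wells and 100% = L-leucinethiol positive control wells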
esBAF inh: Bmi1 luciferase reporter increase in mESCs, primary screen, esBAF inhibitor project, mouse ES cells, Bmi1 luciferase knock-in, single point | 24 h; 100% = twice the neutral-well signal | reporter increase, % at 12.5 µM | 2% of 350,000 active | AID 602393, 2012; in the data active = activation above about 40%; inconclusive = no clear call, values can overlap the other calls;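 also: 0% = median of the plate's neutral control wells and 100% = double that signal; a rise in the Bmi1 reporter signal indicates esBAF inhibition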
E-selectin induc: E-selectin induction in HUVECs, primary screen, imaging, HUVEC, immunofluorescence imaging, single point; P16581; normalized: neutral wells 0, TNF-alpha wells 100; activation, % at 7.58 µM; 0.37% of 260,000 active;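 active = mean E-selectin-positive cell signal at least 10% of the positive control, reached in at least 60% of replicates, without over 20% cell loss; inconclusive = no rule given, readout overlaps actives, possibly toxicity-flagged; inactive = the rest, including those meeting only one limit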;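 also: in these data hits start at about 27%; measured in HUVEC primary endothelial cells; signal is the percent of cells scored E-selectin positive by PE staining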
Target sequence (P16581 whole entry, looked up): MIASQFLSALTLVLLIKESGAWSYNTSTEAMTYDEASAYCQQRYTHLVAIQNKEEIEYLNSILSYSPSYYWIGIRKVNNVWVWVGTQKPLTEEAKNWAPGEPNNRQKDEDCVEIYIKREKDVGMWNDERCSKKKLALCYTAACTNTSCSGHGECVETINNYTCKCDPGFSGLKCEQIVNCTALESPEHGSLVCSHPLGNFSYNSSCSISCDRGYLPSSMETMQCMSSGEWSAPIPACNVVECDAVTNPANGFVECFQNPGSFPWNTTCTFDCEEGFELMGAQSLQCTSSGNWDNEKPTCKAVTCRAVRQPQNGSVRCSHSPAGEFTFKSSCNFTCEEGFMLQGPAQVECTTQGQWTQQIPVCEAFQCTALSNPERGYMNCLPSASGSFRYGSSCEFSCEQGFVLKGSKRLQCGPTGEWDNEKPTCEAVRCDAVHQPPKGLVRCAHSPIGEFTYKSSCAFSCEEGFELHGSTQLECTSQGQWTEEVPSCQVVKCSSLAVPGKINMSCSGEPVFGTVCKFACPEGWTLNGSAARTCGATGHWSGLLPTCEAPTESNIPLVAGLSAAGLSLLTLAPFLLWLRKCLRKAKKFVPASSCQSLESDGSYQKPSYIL
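System: HUVEC, human umbilical vein endothelial cells; quantity: 3,000 cells/well; buffer or medium: EGM-2 medium, gelatin-coated wells; dosing: single-point compound dose; detection: immunofluorescence imaging; evaluation: % PE-positive cells; benchmarks: TNF-alpha, DMSO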
The depositor's hits bear a star; & = joins results of further samples.

Results for CC1CCCC(C)N1c1nnc(N)s1 (configuration not stated) ?
ERp5 block: -2; XiGFP reactiv: 0.1; RAD52 anneal inh: -9; RAD54 branch: 1; S100A4 MyoIIA: -30; ERAP1 inh: 4; esBAF inh: -11; E-selectin induc: 0.0

Results for O=C(NC[C@@H]1N[C@@H](CO)[C@H]1c1ccccc1)C1CCC1 ?
XiGFP reactiv: 0.4; RAD54 branch: 7; esBAF inh: 2; E-selectin induc: 0.0

What do the screens show for `Cc1cc(C(F)F)n2nc(C(=O)Nc3sc4c(c3C#N)CCC4)nc2n1`?
ERp5 block: -5; XiGFP reactiv: 0.0; RAD52 anneal inh: -17; RAD54 branch: -16; S100A4 MyoIIA: -10; ERAP1 inh: 2; E-selectin induc: -1.1

Results for CC1CCCN(C(=O)c2ccc3c(c2)OCO3)C1 (configuration not stated) ?
ERp5 block: -4; XiGFP reactiv: 0.0; RAD52 anneal inh: -3; RAD54 branch: -6; S100A4 MyoIIA: 1; ERAP1 inh: 0; esBAF inh: 0; E-selectin induc: 0.1

Results for CCOc1cc(C(=S)N2CCN(C)CC2)ccc1OCC(=O)N1CCCC1 ?
ERp5 block: 4; XiGFP reactiv: 0.0; RAD52 anneal inh: -2; RAD54 branch: 0; S100A4 MyoIIA: 0; ERAP1 inh: 3; esBAF inh: 0; E-selectin induc: -0.8

How did Cc1cccc(NC(=O)CN2CCN(C(=O)CNC(=O)Cc3cccc4ccccc34)CC2)c1C do in these assays?
ERp5 block: 3; XiGFP reactiv: 0.1; RAD52 anneal inh: -32; RAD54 branch: -9; S100A4 MyoIIA: 0; ERAP1 inh: 1; esBAF inh: 1

How did Cc1ccc(-c2nc3cc(C)c(Br)c(C)n3c2CC(C)(C)C)cc1 do in these assays?
ERp5 block: -2; XiGFP reactiv: 0.0; RAD52 anneal inh: -6; RAD54 branch: -6; S100A4 MyoIIA: -2; ERAP1 inh: -3; esBAF inh: 5; E-selectin induc: 0.9

Results for Cc1ccc(S(=O)(=O)NCCC(=O)Nc2nccs2)cc1 ?
ERp5 block: -5; XiGFP reactiv: 0.2; RAD52 anneal inh: -6; S100A4 MyoIIA: 2; ERAP1 inh: 5

What do the screens show for `COc1ccc(S(=O)(=O)N2CCN(Cc3ccccc3[N+](=O)[O-])CC2)cc1`?
ERp5 block: -2; XiGFP reactiv: 0.2; RAD52 anneal inh: -7; S100A4 MyoIIA: -3; ERAP1 inh: 2; E-selectin induc: -0.9

How did C[C@@H]1CCCCO[C@H](CN(C)C)[C@H](C)CN([C@H](C)CO)C(=O)c2cc(NC(=O)c3ccncc3)ccc2O1 do in these assays?
ERp5 block: -1; XiGFP reactiv: -0.1; RAD52 anneal inh: -18; RAD54 branch: -5; S100A4 MyoIIA: 2; ERAP1 inh: 1; esBAF inh: 2; E-selectin induc: 0.1

What do the screens show for `COCCC1CCCCN1C(=O)c1ccc2nc(Cc3ccccc3F)oc2c1` (configuration not stated)?
ERp5 block: -9; XiGFP reactiv: 0.2; RAD52 anneal inh: -19; RAD54 branch: 3; S100A4 MyoIIA: 2; ERAP1 inh: -1; E-selectin induc: 0.3

How did Cc1nn(CC(=O)OCCOc2ccc(Br)cc2)c(C)c1[N+](=O)[O-] do in these assays?
ERp5 block: -5; XiGFP reactiv: 0.4; RAD52 anneal inh: -19; S100A4 MyoIIA: -3; ERAP1 inh: -4; E-selectin induc: 0.0

Results for O=C(Cc1c(F)cccc1Cl)Nc1nc2ccccc2s1 ?
ERp5 block: 3; XiGFP reactiv: 0.0; RAD52 anneal inh: -10; S100A4 MyoIIA: -8; ERAP1 inh: -2

What do the screens show for `C[C@@H]1CN([C@@H](C)CO)S(=O)(=O)c2ccc(C3=CCCC3)cc2O[C@@H]1CN(C)Cc1ccccc1F`?
ERp5 block: 0; XiGFP reactiv: -0.1; RAD52 anneal inh: -7; RAD54 branch: 4; S100A4 MyoIIA: 5; ERAP1 inh: -6; esBAF inh: -18; E-selectin induc: 0.2

Results for CCc1ccc(N2CC34C=CC(O3)C(C(=O)OC)C4C2=O)cc1 (configuration not stated) ?
ERp5 block: -4; XiGFP reactiv: 0.4; RAD52 anneal inh: -4; RAD54 branch: 2; S100A4 MyoIIA: -6; esBAF inh: 2; E-selectin induc: 0.7

What do the screens show for `COc1ccc(NC(=O)C2CCC(CNc3c(N4CCC(C)CC4)c(=O)c3=O)CC2)cc1OC` (configuration not stated)?
ERp5 block: -5&3; XiGFP reactiv: 0.0&0.0; RAD52 anneal inh: -200&4; RAD54 branch: 4&1; S100A4 MyoIIA: -14&0; ERAP1 inh: 0; esBAF inh: 3&2; E-selectin induc: -0.6&-0.3

How did C[C@@H]1CN([C@@H](C)CO)C(=O)c2c(c3ccccc3n2C)-c2ccccc2CO[C@@H]1CN(C)Cc1ccc(O)cc1 do in these assays?
ERp5 block: -1; XiGFP reactiv: -0.1; RAD52 anneal inh: -2; S100A4 MyoIIA: 5; ERAP1 inh: 1; E-selectin induc: -0.2

What do the screens show for `O=S(=O)(Nc1ccc(N2CCCCC2)cc1)c1ccc(F)cc1F`?
ERp5 block: 6; XiGFP reactiv: 0.2; RAD52 anneal inh: -10; RAD54 branch: -1; S100A4 MyoIIA: -1; ERAP1 inh: 1; E-selectin induc: -0.3

Results for CCCn1c(SCC(=O)NC2CC2)nnc1-c1cccs1 ?
ERp5 block: 2; XiGFP reactiv: 0.1; RAD52 anneal inh: -7; RAD54 branch: -14; S100A4 MyoIIA: -1; ERAP1 inh: 1; E-selectin induc: 0.0

Results for O=C(Nc1ccc(F)cc1)c1ccc(S(=O)(=O)N2CCCC2)cc1 ?
ERp5 block: -1; XiGFP reactiv: 0.0; RAD52 anneal inh: 2; RAD54 branch: 1; S100A4 MyoIIA: -7; ERAP1 inh: 0; esBAF inh: 2; E-selectin induc: -0.2

What do the screens show for `Cc1nc(N2CCOCC2)nc2c1CCC2`?
ERp5 block: 3; XiGFP reactiv: 0.0; RAD52 anneal inh: -20; S100A4 MyoIIA: -2; ERAP1 inh: -2

Results for O=C(N/N=C/c1ccccn1)c1ccc(Cl)cc1 ?
ERp5 block: -4; XiGFP reactiv: 0.3; RAD52 anneal inh: -21; RAD54 branch: 2; S100A4 MyoIIA: 1; ERAP1 inh: 0; esBAF inh: inconclusive; E-selectin induc: 0.4

How did COc1cc(NC(=S)NCc2cccnc2)cc(OC)c1 do in these assays?
ERp5 block: 2; XiGFP reactiv: 0.1; RAD52 anneal inh: -10; S100A4 MyoIIA: 1; ERAP1 inh: 1

How did CN(C)C(=O)CCc1ccc2c3c([nH]c2c1)[C@]1(C)[C@@H](C(=O)N2CCCCC2)C[C@H](CC(=O)NCc2cccc(C(F)(F)F)c2)C(=O)N1CC3 do in these assays?
ERp5 block: 3; XiGFP reactiv: 0.7; RAD52 anneal inh: -15; RAD54 branch: 0; S100A4 MyoIIA: -2; ERAP1 inh: 8; esBAF inh: 6; E-selectin induc: 0.7

How did Cc1cc(NC(=O)COc2cccc([N+](=O)[O-])c2)no1 do in these assays?
ERp5 block: 6; XiGFP reactiv: 0.3; RAD52 anneal inh: -4; RAD54 branch: -3; S100A4 MyoIIA: -1; ERAP1 inh: 1

Results for C[C@H](CO)N1C[C@H](C)[C@@H](CN(C)C(=O)Nc2ccc(F)cc2)Oc2c(NS(=O)(=O)c3ccc(F)cc3)cccc2C1=O ?
ERp5 block: -4; XiGFP reactiv: 0.3; RAD52 anneal inh: -2; RAD54 branch: -12; S100A4 MyoIIA: -12; ERAP1 inh: -1; esBAF inh: -4; E-selectin induc: 0.0

What do the screens show for `CCCNC(=O)COc1ccc(-c2nn(C)c(=O)c3ccccc23)cc1`?
ERp5 block: 4; XiGFP reactiv: 0.0; RAD52 anneal inh: -12; RAD54 branch: 3; S100A4 MyoIIA: 3; ERAP1 inh: -1; esBAF inh: 3; E-selectin induc: -0.1

How did O=C(CSc1nnc2n1CCCN2)c1ccccc1 do in these assays?
ERp5 block: 4; XiGFP reactiv: 0.0; RAD52 anneal inh: -10; RAD54 branch: -2; S100A4 MyoIIA: 0; ERAP1 inh: 0

How did O=C(NCc1csc(-c2cccs2)n1)Nc1ccc(C(F)(F)F)cc1 do in these assays?
ERp5 block: 3; XiGFP reactiv: 0.0; RAD52 anneal inh: -23; RAD54 branch: -2; S100A4 MyoIIA: 0; ERAP1 inh: 1; E-selectin induc: 0.4

How did COC(=O)CCC(=O)OC1(C)C(=O)C=C2C=C(C3CC3)N(Cc3ccccc3)C=C2C1=O (configuration not stated) do in these assays?
XiGFP reactiv: 0.0; RAD54 branch: 2; esBAF inh: 11; E-selectin induc: 0.0

How did C[C@@H]1CN([C@H](C)CO)C(=O)c2cc(NC(=O)CCCN(C)C)ccc2O[C@H]1CN(C)Cc1ccc(C(F)(F)F)cc1 do in these assays?
ERp5 block: -9; XiGFP reactiv: -0.1; RAD52 anneal inh: -12; RAD54 branch: 10; S100A4 MyoIIA: -2; ERAP1 inh: -7; esBAF inh: -3; E-selectin induc: -7.6

How did Cc1ccc(S(=O)(=O)N(C)C[C@H]2Oc3ccc(NS(=O)(=O)c4c(C)noc4C)cc3C(=O)N([C@@H](C)CO)C[C@@H]2C)cc1 do in these assays?
ERp5 block: -1; XiGFP reactiv: -1.1; RAD52 anneal inh: 4; RAD54 branch: 6; S100A4 MyoIIA: -30; ERAP1 inh: 0; esBAF inh: -7; E-selectin induc: -0.4

How did Cc1cc(C(=O)COC(=O)C23CC4CC(CC(O)(C4)C2)C3)c(C)n1C do in these assays?
ERp5 block: 2; XiGFP reactiv: 0.0; RAD52 anneal inh: -15; S100A4 MyoIIA: 3; ERAP1 inh: 1; esBAF inh: 35; E-selectin induc: -0.2

How did C/C=C/c1ccc2c(c1)O[C@@H](CN(C)C(=O)c1cccc(F)c1)[C@@H](C)CN([C@H](C)CO)S2(=O)=O do in these assays?
ERp5 block: 12; XiGFP reactiv: 0.1; RAD52 anneal inh: -2; RAD54 branch: 7; S100A4 MyoIIA: 5; ERAP1 inh: 2; esBAF inh: -6; E-selectin induc: -0.2

How did CSc1nc(Cl)c(Cc2ccc(OC(C)C)cc2)c(N(C)C)n1 do in these assays?
ERp5 block: 9; XiGFP reactiv: 0.0; RAD52 anneal inh: -9; S100A4 MyoIIA: -7; ERAP1 inh: -1
